Source: PubChem BioAssay (Sanford-Burnham Center for Chemical Genomics)
APJ antag: blocks the human apelin receptor APJ; P35414; CHO-K1 APJ beta-arrestin complementation, luminescence; inhibition, % at 20 µM; actives 0.32% (n = 330,000); AID 2521;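 active means inhibition above about 40% at 20 µM, limit read from the data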;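 further: cells challenged with 10 nM apelin-13 agonist together with compound; plate controls were apelin-13 plus DMSO wells for no effect and DMSO wells lacking apelin-13 for full effect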
CCR6 antag: CCR6 (human) receptor antagonism; P51684; CHO-K1 CCR6 PathHunter beta-arrestin, luminescence, CCL20-stimulated; inhibition, % at 20 µM; actives 0.49% (n = 340,000); AID 493098;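 active means compounds whose inhibition of the agonist-driven luminescence signal at 20 µM reaches about 50%, limit read from the data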;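 further: cells stimulated with CCL20 at 14 nM final; plate controls were DMSO with CCL20 for no effect and DMSO without agonist for full effect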
Target sequence (P51684 whole entry, looked up): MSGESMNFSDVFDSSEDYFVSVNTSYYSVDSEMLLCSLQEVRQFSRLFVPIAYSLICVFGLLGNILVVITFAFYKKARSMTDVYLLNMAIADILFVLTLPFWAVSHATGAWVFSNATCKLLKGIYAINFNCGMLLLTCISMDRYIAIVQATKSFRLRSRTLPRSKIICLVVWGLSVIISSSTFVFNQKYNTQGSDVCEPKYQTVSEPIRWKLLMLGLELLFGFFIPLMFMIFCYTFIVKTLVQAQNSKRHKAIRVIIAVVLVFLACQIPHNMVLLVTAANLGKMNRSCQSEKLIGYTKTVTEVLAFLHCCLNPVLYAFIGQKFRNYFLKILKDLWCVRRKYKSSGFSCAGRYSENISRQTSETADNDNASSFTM
CXCR6 block: CXCR6 (human) receptor inhibition; CHO-K1 PathHunter CXCR6 beta-arrestin, luminescence; inhibition, % at 20 µM; actives 0.36% (n = 360,000); AID 602244; in the data active means inhibition above about 34%, passing the limit was not always enough;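 further: antagonist mode with CXCL16 agonist at 10 nM final; 0% = 10 nM CXCL16 with DMSO and 100% = unstimulated wells without agonist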
UBC13 inh: blocks human UBC13 polyubiquitin chain formation; AID 485273; actives 0.47% (n = 330,000); inhibition, % at 20 µM; P61088; TR-FRET; in the data active means inhibition above about 45%, passing the limit was not always enough
Target sequence (P61088 whole entry, looked up): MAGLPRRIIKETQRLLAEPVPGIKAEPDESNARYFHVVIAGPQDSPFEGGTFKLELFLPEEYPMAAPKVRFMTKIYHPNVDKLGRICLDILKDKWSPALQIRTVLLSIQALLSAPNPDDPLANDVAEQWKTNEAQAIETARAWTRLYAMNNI
ATG4B inhibitor: ATG4B (human) cysteine protease inhibition | Q9Y4P1 | ATG4B cleavage of LC3-PLA2, NBD-HPC fluorescence, 1 h | inhibition, % at 8.33 µM | actives 0.51% (n = 340,000) | AID 504462; in the data active means inhibition above about 40%
Gli-Sufu block: antagonists of Gli-Sufu signaling; inhibition, % at 5 µM; Sufu-KO-LIGHT fibroblasts, Gli luciferase reporter luminescence; actives 0.74% (n = 340,000); AID 588413;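 active means inhibition above about 55%, limit read from the data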;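 further: 0% = DMSO-treated cells and 100% = wells with medium but no cells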
EBI2 antag: antagonists of human EBI2 receptor | inhibition, % at 5 µM | EBI2 beta-arrestin recruitment, luminescence, 7a,25-OHC stimulated | actives 0.81% (n = 360,000) | AID 651636; in the data active means inhibition above about 38%;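 further: enzyme fragment complementation signal reports receptor beta-arrestin coupling in cells; 0% = agonist plus DMSO wells and 100% = wells without agonist; some results beyond the cut were filed as inactive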
Target sequence (P32249 whole entry, looked up, the tested form may be a part): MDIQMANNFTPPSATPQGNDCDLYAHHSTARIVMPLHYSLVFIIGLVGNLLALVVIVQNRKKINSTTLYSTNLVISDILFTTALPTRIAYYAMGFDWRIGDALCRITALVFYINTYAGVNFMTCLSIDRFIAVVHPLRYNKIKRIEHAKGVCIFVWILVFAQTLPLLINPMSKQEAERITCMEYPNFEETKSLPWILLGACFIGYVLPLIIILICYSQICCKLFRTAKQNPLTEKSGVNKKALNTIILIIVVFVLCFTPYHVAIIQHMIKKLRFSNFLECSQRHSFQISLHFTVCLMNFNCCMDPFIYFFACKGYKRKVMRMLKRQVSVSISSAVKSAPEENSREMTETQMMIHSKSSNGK
APJ ag: APJ receptor agonism; CHO-K1 APJ PathHunter beta-arrestin, luminescence; 0% DMSO wells, 100% apelin; P35414; actives 0.11% (n = 330,000); activation, % at 20 µM;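 active means activation more than six SD over the plate average, tested at 20 µM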;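 further: 0% = DMSO alone and 100% = apelin-13 at 10 nM; some results filed as inactive read as strong as hits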
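Assay system: CHO-K1 APJ beta-arrestin complementation cell line / Compound: single test compound dose, 20 µM final, 1% DMSO / Times: overnight seeding, 90 min compound at 25 °C, 1 h detection / Technique: beta-gal luminescence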
The depositor's hits bear a star; · = no result given.

The line under a structure holds: Gli-Sufu block	CXCR6 block	ATG4B inhibitor	EBI2 antag	UBC13 inh	APJ antag	APJ ag	CCR6 antag
> CC(C)(C)NC(=O)C(c1cccs1)N(C(=O)c1csnn1)c1cccc(F)c1 (centres undefined)
    -1	-10	-4	1	-1	-18	-3	11
> Cc1ccccc1-c1noc(-c2cccs2)n1
    19	-2	4	0	-4	18	-2	5
> Cc1ccc(S(=O)(=O)N2CCOCC2)cc1NC(=O)COC(=O)CCC(=O)c1ccc(F)cc1
    -7	-19	-8	-15	-4	-3	-5	5
> COCCN(CCOC)S(=O)(=O)c1ccc(C(=O)Nc2nc(-c3ccccc3)c(C(=O)c3ccccc3)s2)cc1
    -14	8	-7	9	-11	16	2	15
> O=C(Nc1cc([N+](=O)[O-])ccc1F)c1ccc2c(c1)OCCO2
    -10	1	3	-11	-10	17	-3	9
> CCN(CC)C(=O)c1sc(NC(=O)Cc2ccccc2)c(C#N)c1C
    17	5	-9	4	6	7	-2	5
> CS(=O)(=O)c1ccc(-c2cccc(NC(=O)c3ccc(Br)o3)c2)nn1
    -28	-4	-5	-1	0	7	0	-3
> Cc1cc(NC(=O)c2noc3c2CCCC3)n(-c2ccccc2)n1
    6	5	-8	-9	-2	14	-3	21
> CCOc1cccc(NC(=O)CSc2nncn2N)c1
    -1	-4	-9	-5	-7	-4	1	-7
> CCn1nc(NC(=O)c2ccco2)c2cc3ccc(C)cc3nc21
    1	8	-13	-26	4	7	-1	-6
> Cc1nc(C)c(Oc2ccc(Cl)cc2Cl)c(=O)[nH]1
    6	4	4	8	2	-1	-5	-9
> COC(=O)NCC(c1ccco1)N1CCN(c2ccccc2)CC1 (centres undefined)
    6	-2	-2	6	4	2	-2	9
> O=c1[nH]c2ccccc2nc1NCc1ccccc1
    -19	17	4	0	0	1	-2	15
> CCOc1ccc(N(Cc2ccc(C(=O)O)cc2)S(=O)(=O)c2ccc(C)cc2)cc1
    -14	-3	-4	-11	5	-5	0	6
> COc1ccc(S(=O)(=O)NCCC(=O)Nc2ccc(C)cc2)cc1
    -25	4	1	4	-3	-15	1	3
> C=CCN(CC=C)c1ccc(N2C(=O)C3CCCCC3C2=O)cc1[N+](=O)[O-] (centres undefined)
    30	8	28	3	11	17	2	23
> CN(Cc1ccc(Cl)c(Cl)c1)C(=O)CN1C(=O)NC2(CCCC2)C1=O
    2	0	-14	0	-6	4	-1	9
> CCCn1c(=O)c(Br)cn(-c2ccccc2C)c1=O
    -3	-4	-3	-4	2	-5	2	12
> O=C(CCC(=O)N1CCN(c2cccc(Cl)c2)CC1)N1CCN(c2ccccc2)CC1
    0	1	-6	-3	1	-2	-3	10
> Cn1c(CSc2nc3ccccc3s2)n[nH]c1=S
    -4	7	-2	0	-1	7	3	6
> N#CC1=C(N)Oc2cc(N)ccc2C1c1ccccc1 (centres undefined)
    13	14	6	-7	·	·	·	8
> O=C(CNC(=O)c1cccc(F)c1)N/N=C/c1cc(Br)ccc1OC(=O)/C=C/c1ccco1
    -1	10	-7	10	·	·	·	-1
> CC(C)(C)Nc1nc(Nc2ccc([N+](=O)[O-])cc2)nc(NC(C)(C)C)n1
    14	-9	7	19	-13	11	1	-8
> CCCOc1ccc(N2CC(C(=O)NC(C)C)CC2=O)cc1 (centres undefined)
    1	-8	-12	-4	1	-11	8	-3
> CCOC(=O)C1CCN(CC(C)(C)NS(=O)(=O)c2ccc(C)cc2)CC1
    -1	-1	-8	6	1	-3	-3	12
> Cc1nnc(NC(=O)CCSc2ccccc2)s1
    -6	6	0	-9	-3	8	-4	-14
> CCCc1cc(=O)oc2c(C)c3occ(C)c3cc12
    10	5	-1	35	17	11	0	11
> Cn1cccc1-c1nc2ccc([N+](=O)[O-])cc2[nH]1
    -30	5	1	-2	-6	15	-1	13
> COC(=O)c1nc[nH]c1[N+](=O)[O-]
    -4	2	-4	0	·	·	·	-3
> COc1cccc(N2CCN(c3nc(C)c(C)c(=O)[nH]3)CC2)c1
    18	-9	-6	-4	-1	-10	-3	8
> COc1ccc(C(=O)COC(=O)CNC(=O)c2ccc(OC)cc2)cc1
    3	-3	-7	7	13	-6	0	6
> COc1ccc(CN2CCn3ncc(C(=O)Nc4ccc(Cl)cc4Cl)c3C2=O)cc1
    -9	12	1	-15	4	-1	1	4
> C/C(=N\S(=O)(=O)c1ccc(C)cc1)NC(=S)Nc1ccc(C)cc1
    -4	18	-11	19	-1	28	-5	32
> COc1cc2ccccc2cc1C(=O)N1CCOCC1
    -6	-6	4	-4	1	8	-2	0
> CC(C)(C)C1N=C(c2ccc3ccccc3c2)OC1=O (centres undefined)
    -6	1	-2	2	10	5	-4	0
> O=C(CC1OC(=O)c2ccccc21)Nc1cc(S(=O)(=O)N2CCOCC2)ccc1OCC(F)(F)F (centres undefined)
    3	-4	0	-10	-5	-8	-7	12
> COc1ccc(Cl)cc1NC(=O)CN1CCN(S(=O)(=O)c2ccc(F)cc2)CC1
    4	-4	-3	15	8	17	-4	6
> Cc1nnc2ccc(N3CCN(C(=O)c4ccccc4)CC3)nn12
    12	-3	5	-5	-3	-78	-2	3
> CCc1ccc(-c2nnn(Cc3nc4ccccc4s3)n2)cc1
    -4	3	-2	12	4	1	-3	-8
> Cc1cc(=O)n(Cc2ccccc2)c(O)c1C#N
    16	3	-1	-7	-6	-20	-2	-7
> COc1cc(C=O)ccc1OCCOCCOc1ccc(Cl)cc1Cl
    4	-10	-5	16	3	15	0	14
> O=C(NCc1ccccc1Cl)C1CCN(S(=O)(=O)N2CCCCCC2)CC1
    8	-1	14	4	8	3	-3	13
> CCn1ccnc1CNCc1ccc(OCC(O)CN(C)Cc2ccccc2)cc1 (centres undefined)
    3	3	-9	-2	1	-5	0	14
> O=C(CCSc1ccccc1)NC1CCCCCC1
    -41	0	2	17	1	3	-2	20
> COc1ccc(NC(=O)CSc2nnc(Cc3cccn3C)n2-c2ccc(F)cc2)cc1
    -2	6	-1	-2	-10	-11	-2	11
> CCCN1CCC(=O)N([C@H](COc2ccccc2)c2ccccc2)CC1
    12	-9	-11	-1	15	13	-2	5
> O=C(CC1CCCCC1)NCc1ccccc1Cl
    -33	-7	3	3	-11	5	-3	4
> O=C(c1cccc(Br)c1)N1CCN(C(=O)c2cccc(Br)c2)CC1
    3	5	-14	2	8	0	-3	10
> Cc1cc2cc(CCNC(=O)CCc3ccccc3)c(=O)[nH]c2cc1C
    2	2	-10	1	8	6	-3	-2
> O=C(NCCS(=O)(=O)N1CCN(c2ccccc2)CC1)c1cccc(F)c1
    -10	-2	6	-17	4	7	-3	2
> CCOC(=O)c1ccc(NC(=O)CSc2nc3c(c(=O)n2C)SC(C)C3)cc1 (centres undefined)
    9	-8	-9	3	6	-15	-4	-7
> CCCCCN(C(=O)CCC(=O)OCCOc1ccccc1)c1c(N)n(CCCC)c(=O)[nH]c1=O
    1	4	-6	2	-3	11	-3	-2
> CCS(=O)(=O)N1Cc2ccccc2CC1C(=O)OCC(=O)Nc1ccc(SC(F)F)cc1 (centres undefined)
    -1	-2	-7	15	-2	1	-4	1
> O=C(CN1C(=O)c2ccccc2S1(=O)=O)NCc1ccccc1Cl
    3	0	-4	-1	-2	-2	-1	8
> Cc1ccc(OCCCN(C)C)c(Br)c1
    -2	-6	-4	-5	3	-23	-4	3
> CCOc1ccc(Br)cc1S(=O)(=O)N1CCC(C(=O)O)CC1
    2	-3	-7	6	5	12	-2	12
> CCn1cc(CN2CCN(CCc3ccccc3)C(CCO)C2)c(C)n1 (centres undefined)
    8	1	8	1	4	14	4	9
> Cc1n(-c2ccccc2)c2ccc(Cl)cc2[n+]1CCO
    -1	-3	1	3	5	-4	-2	7
> O=C(O)c1ccc(N/N=C/c2c[nH]c3ccccc23)cc1
    31	-12	7	-7	-9	-21	5	-7
> COc1ccc(S(=O)(=O)Nc2ccccc2C(=O)N2CCCC2)cc1OC
    7	3	-4	-6	2	-15	0	9

Reprinted from the part before: 2 entries, followed by the next part.
The line under a structure holds: Gli-Sufu block	CXCR6 block	ATG4B inhibitor	EBI2 antag	UBC13 inh	APJ antag	APJ ag	CCR6 antag
> O=C(O)c1ccc(N/N=C/c2c[nH]c3ccccc23)cc1
    31	-12	7	-7	-9	-21	5	-7
> COc1ccc(S(=O)(=O)Nc2ccccc2C(=O)N2CCCC2)cc1OC
    7	3	-4	-6	2	-15	0	9
> O=C(Cc1ccc(Cl)cc1)NNC(=O)c1cnccn1
    -7	-6	8	1	-14	8	-1	0
> O=C(Cn1c(NCCCO)nc2ccccc21)c1ccc(Cl)cc1Cl
    5	0	-5	6	1	9	1	18
> COC(=O)c1cccc(NC(=O)CN2CCN(c3ccc(OC)cc3)CC2)c1
    -1	3	0	-33	4	13	-4	13
> O=C(NCc1ccc(Cl)cc1)c1ccc(COCC(F)(F)F)o1
    -7	-1	-14	-1	4	-1	0	4
> CCOc1ccccc1OCCCC(=O)NNC(=O)c1nn(C)c(=O)c2ccccc12
    -4	1	-13	-17	-10	-11	-5	-5
> CCOc1ccc(NC(=O)NC2(C(=O)NCc3ccco3)CCCCC2)cc1
    -3	-10	-1	0	0	9	-4	10
> CCOc1ccccc1CNC(=O)c1cc2occc2n1C
    -4	4	8	2	-2	-69	-3	5
> CN(Cc1ccc(Cl)cc1)C(=O)c1ccc2ccccc2n1
    -13	6	-10	39	-3	5	-2	17
> O=C(Nc1nnc(-c2ccncc2)o1)c1ccc2ccccc2c1
    -19	3	3	-16	-24	-4	4	1
> CC(Oc1ccccc1)C(=O)N1CCN(c2ccc(N3CCOCC3)nn2)CC1 (centres undefined)
    -10	4	2	2	11	1	-4	1
> Cc1cccc(C)c1NC(=O)CNC(=O)CCNC(=O)c1ccco1
    3	-1	0	-4	-5	-10	-6	-3
> Cn1c(=O)c(=O)n(C)c2cc(S(=O)(=O)N3CC(=O)N(CCc4ccccc4)C(=O)C3)ccc21
    9	4	-1	5	-4	-4	-4	0
> COc1cccc(S(=O)(=O)c2nc(C)c3c(n2)CCC3)c1
    -2	-4	0	-6	4	19	-3	-12
> CN(C)CCNc1ccc(CO)c2sc3ccc(O)cc3c(=O)c12
    77*	21	-1	-3	·	·	·	28
> CC(C)(C)[C@@H]1COC(=O)[C@H](Cc2ccc(F)cc2)C/C=C\C[C@@H](CC(=O)N(CCO)Cc2ccccc2)C(=O)N1
    6	0	8	-1	9	4	-2	-3
> Cc1ccc(-c2ccc(=O)n(CC(=O)NCCN(C)C)n2)cc1
    1	-1	1	-5	-6	18	-1	2
> CCCOC(=O)/C=C/c1c(C)[nH]c(=O)[nH]c1=O
    -2	-13	-3	-16	-3	-6	6	-5
> O=C(N[C@@H]1C/C=C\C[C@H](CC(=O)N(CCO)Cc2ccccc2)C(=O)N[C@@H](Cc2ccccc2)COC1=O)OCC1c2ccccc2-c2ccccc21
    40	22	19	17	-3	4	-3	20
> CN(C)C(=O)c1ccc(NC(=O)COC(=O)c2cc(S(=O)(=O)N(C)C)ccc2N2CCCC2)cc1
    -7	-6	-5	4	-5	-39	0	7
> Cc1ccc(NC(=O)C2CCN(S(=O)(=O)c3ccc4ccccc4c3)CC2)nc1
    -21	-5	-2	5	2	-3	-7	8
> CCC(NC(=O)CCc1nnc(-c2cc(C)on2)o1)C12CC3CC(CC(C3)C1)C2 (centres undefined)
    7	6	4	5	7	8	-4	19
> COc1ccccc1NC(=O)COC(=O)c1ccc2c(c1)OCCO2
    -5	0	-4	2	3	2	-2	7
> CC(=O)Nc1cccc(C(=O)OCC(=O)c2ccccc2Cl)c1
    -12	-4	-1	-21	-13	1	-7	6
> O=[N+]([O-])c1cccc(CN2CCN(c3ncccn3)CC2)c1
    30	7	6	6	-3	-11	-3	13
